bCat nuc transl – modulators of beta-catenin nuclear translocation; HeLa beta-catenin nuclear translocation, immunofluorescence imaging; nuclear translocation activity, % at 5 µM; actives 0.3% (n = 190,000); AID 1665;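 active = nuclear translocation activity above 50% at 5 µM, with a well cell count of 50 or more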;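 note: per-cell ratio of nuclear to cytoplasmic median beta-catenin stain intensity; plate controls were DMSO negative control for no effect and GSK-3 inhibitor IX positive control for full effect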
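Test system: HeLa cells, endogenous beta-catenin; Compound: single 5 µM dose plus 0.02–20 µM confirmation series; Times: compound exposure 24 h at 37°C; Signal: fluorescence imaging of beta-catenin antibody stain plus DAPI; Read-out: % activation, nuclear-to-cytoplasmic median beta-catenin signal ratio per cell.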
XIAP displacement – XIAP antagonists, biochemical, IAP family, fluorescence polarization (AID 1018); actives 0.007% (n = 200,000); displacement, % at 20 µM, or IC50 in µM where a hit was titrated; XIAP BIR domain, fluorescence polarization peptide displacement; higher % means a stronger effect; in the data active = displacement above about 50%; note: a part of the inactive calls stands beside numbers as strong as those of hits
Insulin prom up – MIN6 insulin promoter up-regulation | MIN6 insulin promoter-GFP reporter, high-content imaging; hits give high values | AID 1625 | z-score at 5 µM | actives 0.3% (n = 190,000);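 active = z-score above 3 at 5 µM with at least 500 cells counted in the well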
Hep lipid drop – hepatic lipid droplet formation modulation; AML12 mouse hepatocytes, oleate lipid droplets, BODIPY imaging; actives 0.4% (n = 240,000); inhibition, % at 6.5 µM;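 active = lipid droplet intensity inhibited by at least 50%, with more than 500 cells counted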
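Material – AML12 mouse liver cells · Also added – oleate loading, 100 µM · Compound dosing – 6.5 µM single-point dosing · Times – overnight treatment with compound plus oleate · Measured by – fluorescence imaging, 20x objective, two fields per well · Read-out – percent inhibition of filter-corrected integrated lipid droplet intensity per well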
Autophagy HCS – modulators of autophagy; MEF GFP-LC3 puncta imaging; test concentration mostly 10 µM; calls only at 10 µM (by protocol); actives 0.98% (n = 190,000); AID 463193;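 active = percentage of spot-positive cells more than 3 SD above its plate mean, without a fluorescence outlier flag or 80% toxicity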;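 note: spot-positive cell cutoff set from DMSO-treated cells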
WT yeast gro inh – growth inhibition of WT yeast, mitochondrial fusion screen. mitochondrial fusion phenotypic screen, WT strain. inhibition, % at 10 µM. actives 2.1% (n = 190,000); in the data active = inhibition above about 58%; tested in S. cerevisiae
CSM14.1 death rescue – protection against thapsigargin-triggered cell killing – 384-well, CSM14.1, ATP luminescence, primary screen (AID 1222). CSM14.1 thapsigargin-induced death rescue, ATP luminescence; higher % means a stronger effect. one-dose cellular ATP content (survival), % at 20 µM; EC50 in µM for titrated hits. 190,000 tested, under 10 active;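 active = EC50 below 50 µM in the dose-response confirmation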;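 note: death triggered by thapsigargin at about 15 µM added after 2 h compound pretreatment; cell ATP read after overnight thapsigargin exposure of roughly 18 to 22 hours; normalized against plate controls of thapsigargin alone and 5% DMSO vehicle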
MT stabilizer – microtubule stabilizers in HeLa cells; HeLa tubulin immunostaining HCS, 24 h; share of cells brighter than vehicle mean+2SD; % tubulin-high responders, % at 10 µM; actives 0.83% (n = 200,000); AID 2205;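 active = plate Z-score above 3 for both tubulin-high and condensed-nucleus cell shares, with cell loss under 80%, at 10 µM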;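 note: anti alpha tubulin signal scored within the nucleus-defined area of each cell; some results filed as inactive read as strong as hits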
Dynein transport – dynein cargo transport inhibition; 3617.4 mouse cells, GR-EGFP nuclear translocation imaging; test concentration mostly 20 µM; stimulated with dexamethasone, 1 µM; hits give low values; z-score, hits read low; actives 0.47% (n = 220,000); AID 1381;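 active = plate z-score of nuclear minus cytoplasmic receptor signal below a set negative limit, without overly bright fluorescence or cell loss, cut at about -3.5 in these data, passing the limit was not always enough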;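 note: z-score of nuclear minus cytoplasmic ring GR-EGFP intensity difference per well; some compounds called inactive have numbers as strong as hits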
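Medium: Induction medium lacking tetracycline, stripped serum | Probe or stimulus: 1.0 µM final dexamethasone stimulus | Schedule: 48 h induction, then 1 h compound, then 30 min agonist, 37 °C | Signal: Automated 10x imaging of fixed Hoechst-stained cells | Evaluation: Per-cell GR-EGFP intensity, nucleus versus surrounding cytoplasmic ring, well-averaged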
WT yeast gro inh mutant strain – second read-out of WT yeast gro inh, no call of its own (marks repeat the call); inhibition, %; mitochondrial fusion phenotypic screen, mutant strain inhibition
Dynein transport cytoplasmic EGFP – also measured in Dynein transport; calls as there; z-score; measured here: cytoplasmic GR-EGFP intensity; hits give high values
Dynein transport nuclear GR-EGFP – further read-out of Dynein transport, marked with its call; z-score; measured here: nuclear GR-EGFP intensity;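 lower value marks the stronger effect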
Dynein transport cell count – also measured in Dynein transport; calls as there; z-score; measured here: cell count per field
Insulin prom up cell count – further read-out of Insulin prom up, marked with its call; cell count; measured here: cytotoxicity, nuclei count;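 total cells summed across four imaged fields per well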
Hep lipid drop cells 6.5 µM – further read-out of Hep lipid drop, marked with its call; cell count; measured here: cell count, cytotoxicity flag;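 cells counted across two imaged fields per well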
bCat nuc transl cell count 5 µM – further read-out of bCat nuc transl, marked with its call; cell count; measured here: cell count, cytotoxicity flag
MT stabilizer Hoechst-high % – further read-out of MT stabilizer, marked with its call; % Hoechst-high responders; measured here: nuclear condensation Hoechst responders;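 share of cells brighter than vehicle mean plus two SD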
MT stabilizer cytotoxicity % – second read-out of MT stabilizer, no call of its own (marks repeat the call); toxicity, %; measured here: cytotoxicity by cell density;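 0% = mean cell density of plate MIN control wells and 100% = no cells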
Autophagy HCS cell loss 18 h – further read-out of Autophagy HCS, marked with its call; toxicity, %; measured here: cell loss, nuclei count;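 cell loss after 18 h compound exposure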
An asterisk follows results filed as active; i = inactive; · = no result given; + = active, no number.

SMILES	bCat nuc transl	bCat nuc transl cell count 5 µM	XIAP displacement	Insulin prom up	Insulin prom up cell count	Hep lipid drop	Hep lipid drop cells 6.5 µM	Autophagy HCS	Autophagy HCS cell loss 18 h	WT yeast gro inh	WT yeast gro inh mutant strain	CSM14.1 death rescue	MT stabilizer	MT stabilizer Hoechst-high %	MT stabilizer cytotoxicity %	Dynein transport	Dynein transport cytoplasmic EGFP	Dynein transport nuclear GR-EGFP	Dynein transport cell count
CC1(C)CC2CC(C)(CN2C(=S)NC(=O)c2ccccc2Cl)C1 (stereo not drawn)	-0.7	1088	-7.2%	-0.36	1369	-6	616	i	-3	43	12	0.5%	4.6	2.7	5.3	-0.93	-0.23	-0.85	1.4
CCC(=O)Nc1ccc(C(=O)N/N=C/c2ccccc2[N+](=O)[O-])cc1	·	·	-7.1%	·	·	·	·	i	-1	56	6	-0.7%	1.4	2.0	5.8	0.57	-0.19	0.06	-0.77
C=CCN1C(=O)C2(NNc3ccccc3O2)c2ccccc21 (stereo not drawn)	·	·	-5.9%	0.54	917	0	795	+	23*	13	13	0.8%	2.4	1.2	5.7	0.3	4	0.72	0.42
CCn1nnnc1SCC(=O)Nc1nc(-c2cccs2)cs1	6.7	410	-4.8%	·	·	15	779	i	-5	20	13	-2.0%	3.6	2.4	1.9	-1	-0.24	-1.1	0.57
COc1ccc(C(F)(F)F)cc1N/C=C\c1nnnn1-c1ccc(C)cc1	0.6	1368	-5.1%	0.22	1332	·	·	i	7	30	19	-0.5%	2.4	1.9	9.5	-0.029	-0.17	0.41	0.039
O=S(=O)(c1ccc(Br)cc1)N1CCCN(Cc2ccccc2F)CC1	0.7	485	-1.7%	-0.03	1097	-32	730	i	12	25	12	-1.9%	3.3	1.1	10	0.0073	-0.19	0.53	0.23
CCNS(=O)(=O)c1ccc(C)c(-n2cnnn2)c1C	-2.3	1018	-6.1%	·	·	-4	708	i	1	6	-1	-0.7%	3.0	1.9	5.5	0.4	-0.19	0.15	-1.2
CCCCCCSc1nsc(NC(=O)CCC)n1	0.0	1482	-19%	-0.51	1373	-1	737	i	-13	17	-6	-1.1%	4.1	1.7	10	1.1	-0.13	1	-1.1
O=C(COC(=O)Cn1cnc2ccccc21)Nc1cccc([N+](=O)[O-])c1	0.1	1093	-5.3%	0.15	1179	-2	670	i	-5	-1	17	·	3.4	2.2	6.2	0.13	-0.17	0.41	0.03
CCOc1ccc(CC(=O)N2CCN(c3ccc(N4CCOCC4)nn3)CC2)cc1OCC	-0.3	1128	-4.2%	0.04	1800	1	652	i	-3	0	2	·	3.6	2.9	4.4	-1.2	-0.18	-0.24	0.56
Cc1ncoc1C(=O)N1CCc2c([nH]c3ccccc23)C1c1ccccc1F (stereo not drawn)	1.1	956	-6.5%	0.3	1563	0	658	i	0	3	2	5.4%	3.2	2.2	6.9	0.37	-0.2	0.39	-0.37
Fc1ccccc1Cn1nnc2c(NCCc3ccccn3)ncnc21	-4.4	1085	-0.7%	-0.65	1279	·	·	i	14	-20	-16	1.0%	2.7	2.4	14	-1.4	-0.17	-0.45	0.15
O=C(c1scc2c1CCCC2)N1CCOCC1	-1.3	977	1.3%	-0.7	1464	·	·	i	15	14	9	2.2%	2.3	2.5	8.3	-0.47	-0.14	-0.069	0.74
CC(C)Cc1ccc(C(C)C(=O)Nc2ccccc2O)cc1 (stereo not drawn)	-0.3	1403	·	-1.8	853	1	725	·	·	·	·	·	·	·	·	-0.5	-0.26	-0.3	0.63
CCC(NC(=O)NCCCn1ccnc1)(C(F)(F)F)C(F)(F)F	0.0	1210	-1.2%	0.85	922	·	·	i	-3	-15	-10	-0.1%	2.6	3.2	5.4	-1.2	-0.22	-0.27	0.7
CCOC(=O)c1nnc(-c2ccc(C)cc2)nc1Sc1ccccc1Cl	3.4	1039	-3.6%	0.29	621	8	872	i	-8	-57	-45	4.0%	1.4	1.4	10	0.0079	-0.14	-0.11	0.72
COc1ccccc1C(=O)Nc1ncc2c(n1)CC(c1ccco1)CC2=O (stereo not drawn)	0.6	1188	-1.6%	·	·	·	·	i	-12	10	9	-0.4%	1.9	1.7	9.8	-0.33	-0.22	0.0015	0.5
O=C(O)COCC(=O)NCc1nc(-c2ccc(C(F)(F)F)cc2)no1	0.5	1320	·	-1	1021	23	709	·	·	·	·	·	·	·	·	0.99	-0.22	1.1	-0.84
O=C(/C=N/NC(=O)c1ccccc1Br)c1ccccc1	-6.3	1075	-4.5%	0.23	1572	4	637	i	12	-5	-5	-2.0%	1.7	2.0	14	-0.92	0.33	-0.37	0.86
COC(=O)Nc1ccc(S(=O)(=O)N2CCCC(C(=O)NC3CCS(=O)(=O)C3)C2)cc1 (stereo not drawn)	·	·	1.6%	0.35	1289	-1	628	i	1	-41	14	9.9%	2.5	2.9	4.9	-0.41	-0.31	-0.55	0.65
COc1ccc(CCNC(=O)CSc2nnc3ccc(-c4cccnc4)nn23)cc1	0.5	1104	0.8%	0.18	1289	10	701	i	-6	-4	-2	·	2.5	1.4	8.0	1.7	-0.28	0.61	-1.3
Cc1cc(O)c(C(C)C)cc1NC1=NS(=O)(=O)c2ccccc21	·	·	-4.6%	-0.53	1284	5	691	i	5	15	2	-2.3%	3.6	3.2	6.3	0.41	-0.25	0.46	0.34
C=CC(=O)NC1CC2CCC1(C)C2(C)C (stereo not drawn)	10	925	·	0.51	1357	8	742	·	·	·	·	·	·	·	·	-0.81	-0.27	-0.4	1.7
COC(=O)c1cc2ccsc2n1Cc1ccccc1F	1.6	892	-3.4%	0.25	1449	14	747	i	-36	29	10	-3.6%	3.6	2.0	4.8	-0.17	-0.25	0.83	0.016
O=C(Cn1nc(Cc2cccnc2)c2ccccc2c1=O)N1CCN(C(=O)c2ccco2)CC1	·	·	-5.7%	0.01	843	·	·	i	0	6	2	0.2%	6.6	2.4	4.6	1.8	-0.0092	1.4	-1.2
c1ccc(-c2ccccc2OCCOCCN2CCCCC2)cc1	-6.0	521	-1.9%	-1.2	1283	-7	671	i	2	4	13	-3.2%	3.3	2.8	12	-0.16	-0.19	0.0057	-0.32
Cc1ccccc1-c1noc(-c2cccs2)n1	-1.2	1084	-1.1%	·	·	-12	661	i	16	10	8	·	2.8	1.0	1.4	0.83	-0.2	0.55	-0.28
NC(=O)c1sc2cc(C(F)(F)F)cnc2c1-c1ccccc1	-2.0	1212	0.3%	-0.72	1336	11	744	i	-1	-9	-1	1.9%	3.3	2.0	5.6	0.83	-0.3	0.39	-0.065
Cc1[nH]c2ccccc2c1SCc1nnc(SCc2ccc(Cl)cc2)n1C	-0.9	1113	·	-0.64	1500	-11	688	·	·	·	·	·	·	·	·	-0.54	-0.27	-0.31	0.42
Cc1sc2nc(C(C)C)oc(=O)c2c1C	-1.0	1204	-11%	-0.74	990	11	779	i	-6	12	13	-1.7%	1.2	1.1	5.4	-0.093	-0.24	0.023	0.32
CCc1nnc(SCC(=O)NC2CCCCC2)nc1CC	·	·	-4.3%	0.15	1283	-2	683	i	-5	-15	-22	·	2.7	1.6	4.1	-0.62	-0.23	-0.95	0.23
CCc1ccc2c(COC(=O)c3n[nH]c4ccccc34)cc(=O)oc2c1	-5.8	777	-3.5%	1.2	1117	·	·	·	·	28	8	-2.5%	5.3	2.4	7.0	3.7	-0.25	2.3	-0.94
CCC1C(=O)N(c2nc(C)cc(C)n2)N=C1C (stereo not drawn)	·	·	-3.0%	-0.84	953	-2	705	i	-1	8	19	0.3%	2.2	1.6	6.2	0.45	0.047	-0.0083	-0.074
Cc1nnc(N2CCOCC2)c2nn(-c3cccc(Cl)c3)c(C)c12	-2.9	570	-8.4%	1.9	1313	3	618	i	7	5	17	-0.9%	3.7	1.8	8.8	-0.66	2.5	0.37	-0.19
CCOc1ccccc1-c1nc(-c2ccc(NC(=O)c3ccc(Br)o3)cc2)no1	·	·	-18%	·	·	27	635	i	-3	38	18	·	2.9	2.4	8.2	-0.077	-0.26	-0.11	0.59
O=C(O)c1c[nH]c2ccc(S(=O)(=O)N3CCOCC3)cc12	-1.4	1188	-2.1%	-0.01	1247	·	·	i	5	-6	-2	-1.5%	4.4	1.9	7.5	-0.7	-0.085	-0.16	1.9
CCC(CC)C(=O)NCCc1cc2c(C)ccc(C)c2[nH]c1=O	-0.8	1077	-2.1%	-0.2	1342	-4	702	i	-2	-8	-1	0.8%	2.3	1.7	4.7	-1.1	-0.26	-0.34	0.7

A second format for part of the listing above.
mol,bCat nuc transl,bCat nuc transl cell count 5 µM,XIAP displacement,Insulin prom up,Insulin prom up cell count,Hep lipid drop,Hep lipid drop cells 6.5 µM,Autophagy HCS,Autophagy HCS cell loss 18 h,WT yeast gro inh,WT yeast gro inh mutant strain,CSM14.1 death rescue,MT stabilizer,MT stabilizer Hoechst-high %,MT stabilizer cytotoxicity %,Dynein transport,Dynein transport cytoplasmic EGFP,Dynein transport nuclear GR-EGFP,Dynein transport cell count
Cc1[nH]c2ccccc2c1SCc1nnc(SCc2ccc(Cl)cc2)n1C,-0.9,1113,·,-0.64,1500,-11,688,·,·,·,·,·,·,·,·,-0.54,-0.27,-0.31,0.42
Cc1sc2nc(C(C)C)oc(=O)c2c1C,-1.0,1204,-11%,-0.74,990,11,779,i,-6,12,13,-1.7%,1.2,1.1,5.4,-0.093,-0.24,0.023,0.32
